High-throughput results deposited in PubChem BioAssay by several laboratories.
HIF act = HIF pathway transcriptional activation. U2OS HRE-luciferase reporter, luminescence; normalized: DMSO 0%, desferrioxamine 100%. activation, % at 7.5 µM (by protocol). hit rate 0.32% among 300,000;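 active = mean activation of at least 10% of the iron chelator positive control signal, with at least half of replicates also reaching 10%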
Platelet DG rel = platelet dense granule release activity | human platelet-rich plasma, SFLLRN dense granule ATP release, luminescence | inhibition, %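 (compounds screened at 7.5 µM in platelet-rich plasma)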 | hit rate 0.22% among 300,000;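 active = mean replicate score, as percent of positive control, at or above 50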
SKKanGAS inh = SKKanGAS growth inhibition. inhibition, % at 7.5 µM. hit rate 1.3% among 300,000. AID 1662. S. pyogenes SKKanGAS, kanamycin growth, BacTiter-Glo, 6 h;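 active = mean replicate score, as percent of positive control median, at least 50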;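 note: strain carries kanamycin resistance gene driven by streptokinase promoter and grows in 40 µg/ml kanamycin; loss of luminescence reflects streptokinase promoter inhibition or plain growth inhibition; 0% = median of DMSO wells and 100% = positive control at its reference dose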
MrgX1 PAM = human MrgX1 positive allosteric modulation, primary screen; hit rate 0.63% among 310,000; B-score at 10 µM; AID 588675; Q96LB2; MrgX1-HEK293, Fluo-4 calcium flux, FDSS; hits give high values;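 active = plate-corrected calcium response at least 3 library SD above typical, normal starting fluorescence, not activating the receptor alone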;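 note: compound read alongside a low EC10 to EC30 dose of BAM8-22 agonist; peak minus trough fluorescence over baseline measured at the second addition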
RGS4 block = inhibitors of human RGS4 | P49798 | HEK293 M3R/RGS4 inducible, Fluo-4 calcium flux; hits give high values; triggered by carbachol at its EC20 | B-score at 10 µM | hit rate 0.45% among 310,000 | AID 463165;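 active = B-score, a plate-corrected calcium signal, over three deviations above library mean, with baseline fluorescence within five deviations of library mean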;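 note: RGS4 expression induced by doxycycline in cells with stable M3 receptor; B-score is computed from the integrated fluorescence ratio over baseline after carbachol; higher B-score means a larger calcium signal and so more RGS4 inhibition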
TRPC4 block = blocks the mouse TRPC4 cation channel; HEK293 TRPC4beta/mu-opioid, DAMGO-evoked Fluo4 calcium flux; hits give low values; B-score at 10 µM; hit rate 0.39% among 300,000; AID 2247;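 active = B-score over 3 SD under the library average, no early fluorescence shift, positive overall ratio signal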
Target sequence (Q9QUQ5 whole entry, looked up): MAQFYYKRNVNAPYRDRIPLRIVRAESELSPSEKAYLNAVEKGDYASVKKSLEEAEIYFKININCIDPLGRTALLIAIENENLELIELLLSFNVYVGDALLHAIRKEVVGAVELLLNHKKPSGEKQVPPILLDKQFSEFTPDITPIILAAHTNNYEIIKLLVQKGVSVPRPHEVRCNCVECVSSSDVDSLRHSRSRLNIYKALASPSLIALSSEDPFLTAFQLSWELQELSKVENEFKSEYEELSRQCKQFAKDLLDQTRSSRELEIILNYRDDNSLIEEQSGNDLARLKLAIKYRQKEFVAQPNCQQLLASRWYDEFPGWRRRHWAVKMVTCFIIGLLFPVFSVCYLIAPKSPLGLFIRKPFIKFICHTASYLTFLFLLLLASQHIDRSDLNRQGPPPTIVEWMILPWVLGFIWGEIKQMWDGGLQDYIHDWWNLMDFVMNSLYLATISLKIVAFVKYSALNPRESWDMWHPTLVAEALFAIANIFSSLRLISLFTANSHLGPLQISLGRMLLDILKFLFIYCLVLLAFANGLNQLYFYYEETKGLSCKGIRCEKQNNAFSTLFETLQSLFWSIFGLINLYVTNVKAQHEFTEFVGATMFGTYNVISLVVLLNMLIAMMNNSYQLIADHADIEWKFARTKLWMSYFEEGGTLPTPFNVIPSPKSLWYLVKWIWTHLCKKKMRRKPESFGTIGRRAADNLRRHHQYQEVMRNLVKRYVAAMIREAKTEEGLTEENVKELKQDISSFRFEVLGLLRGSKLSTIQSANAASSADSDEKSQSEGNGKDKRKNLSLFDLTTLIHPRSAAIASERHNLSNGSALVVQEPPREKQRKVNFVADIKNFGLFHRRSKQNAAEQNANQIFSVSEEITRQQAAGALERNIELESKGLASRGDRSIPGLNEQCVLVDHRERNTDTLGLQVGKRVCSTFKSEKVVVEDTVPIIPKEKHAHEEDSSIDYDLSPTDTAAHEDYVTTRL
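Assay system: HEK293 cells with stable TRPC4beta plus mu-opioid receptor expression. Dosing: single dose. Measured by: Fluo4 Ca2+ flux fluorescence. Also added: DAMGO in two steps, submaximal then maximal. Read-out: B score from integrated Fluo4 fluorescence ratio.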
TRPC6 act = mouse TRPC6 channel activation; hit rate 0.13% among 310,000; HEK293-TRPC6 membrane potential dye fluorescence; hits give high values; Q61143; B-score at 10 µM;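 active = B-score of the integrated fluorescence ratio above library mean plus 3 SD, and starting fluorescence ratio within library mean plus 5 SD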;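 note: higher score means more depolarization so channel activation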
MrgX1 agonist = human MrgX1 receptor agonism, primary screen; Q96LB2; MrgX1-HEK293 cells, Fluo-4 calcium fluorescence, agonist mode; hits give high values; B-score at 10 µM; hit rate 0.44% among 310,000; AID 588627;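 active = calcium response B-score plate-corrected fluorescence ratio at least 3 library SD, with starting fluorescence B-score inside 5 SD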
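Material: MrgX1-expressing HEK293 cells; input: 15,000 cells per well; doses: test compound given as first of three sequential additions; schedule: overnight plating before 1 h dye loading; technique: Fluo-4 NW calcium-flux fluorescence, kinetic read; evaluation: baseline-normalised fluorescence change ratio, B-scored; control set: plate-wise positive and negative controls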
TRPC6 inh = mouse TRPC6 channel inhibition | Q61143 | HEK293-TRPC6, membrane potential dye, ACh-evoked depolarization; hits give low values | B-score at 10 µM | hit rate 1.1% among 310,000;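 active = B-score under library mean minus 3 SD, initial fluorescence not abnormally high, positive integrated signal ratio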;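 note: B-score derived from integrated fluorescence ratio over the kinetic read; more negative B-score means stronger inhibition of depolarization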
MrgX1 antagonist = blocks BAM8-22 activation of human MrgX1 receptor. B-score at 10 µM. hit rate 1.3% among 310,000. MRGX1-HEK293 calcium flux, Fluo-4, BAM8-22 antagonism; hits give low values. Q96LB2;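 active = calcium-response B-score plate-corrected more than 3 library SD below zero, starting fluorescence within 5 deviations, no agonist response on first addition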;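 note: peak minus trough fluorescence over baseline after final BAM8-22 challenge near maximal dose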
RGS4 act = potentiators or activators of RGS4 | HEK293 M3R/inducible RGS4, carbachol calcium flux Fluo4; hits give low values | B-score at 10 µM | hit rate 0.92% among 310,000;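 active = B-score of the integrated calcium signal more than 4 SD below the library mean, with starting fluorescence not abnormally high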;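 note: negative B-score means reduced calcium response which marks RGS4 activation or potentiation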
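Material: M3R-expressing HEK293 line, RGS4 induced by doxycycline | Schedule: Overnight RGS4 induction, 30 min dye load 37 °C, 20 min compound RT | Measured by: Fluo4 fluorescence kinetic imaging of calcium | Read-out: Integrated calcium ratio converted to B score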
Starred values were filed as active, the others as inactive; i = inactive; nt = no result given; & = joins results of further samples.

Compound | HIF act | Platelet DG rel | SKKanGAS inh | MrgX1 PAM | RGS4 block | TRPC4 block | TRPC6 act | MrgX1 agonist | TRPC6 inh | MrgX1 antagonist | RGS4 act
O=C(CCCOc1ccccc1)Nc1nccs1 | 1.3 | -2.6 | 0.0 | i | i | i | i | i | i | i | i
CCN(CC)c1c([N+](=O)[O-])ncn1C | 0.0 | -13.8 | 1.2 | i | i | i | i | i | i | i | i
O=C(NNC(=O)C1CCN(S(=O)(=O)c2ccc(Cl)cc2)CC1)c1ccncc1 | -0.6 | 1.5 | -9.1 | i | i | i | i | i | i | i | i
O=C(N/N=C/c1ccc(O)c(O)c1)NC12CC3CC(CC(C3)C1)C2 | -11.2 | 1.2 | -3.1 | i | 5.07* | i | i | i | i | i | i
O=C(O)C1=C[C@H](c2ccc(Br)cc2)C[C@H](OCc2ccc(CO)cc2)O1 | 0.5 | 0.4 | 0.5 | i | i | i | i | i | i | i | i
CCN1CCN(C(=O)NC2CCCCC2)CC1 | -0.6 | 2.6 | -3.0 | i | i | i | i | i | i | i | i
COc1ccc(CN2CCN(c3ccccn3)CC2)c(OC)c1C | 1.0&-0.6 | -1.0&-0.3 | -2.6&0.0 | i | i | i | i | i | i | i | i
OC1CCN(CC(O)C(F)(F)F)CC1 (stereo not drawn) | 4.7 | -8.6 | -4.2 | i | i | i | i | i | i | -5.67* | i
CC1CC1C(=O)OCC(=O)N(C)c1c(N)n(Cc2ccccc2)c(=O)[nH]c1=O (stereo not drawn) | -0.3 | -2.5 | -8.0 | i | i | i | i | i | i | i | i
CCOC(=O)N1CCC(NS(=O)(=O)c2cc(Br)cnc2N)CC1 | -0.1 | 8.2 | -0.8 | i | i | i | i | i | i | i | i
CC(=O)Cn1ncc(N2CCOCC2)cc1=O | 0.5 | -1.4 | -0.8 | i | i | -8* | i | i | i | i | i
CCOc1cccc(NC(=O)/C(C#N)=C/c2cccnc2)c1 | -0.7 | -9.0 | -9.7 | i | i | i | i | i | i | i | i
O=C(O)c1ccc(OCC2CCCO2)cc1 (stereo not drawn) | -1.2 | 4.7 | 14.1 | i | i | i | i | i | i | i | i
COc1ccc(S(=O)(=O)N2CCCOC2CNC(=O)C(=O)NCCCN2CCOCC2)cc1 (stereo not drawn) | -0.2 | -2.6 | -8.8 | i | i | i | i | i | i | i | i
CCc1ccc(N2CC(C(=O)Nc3ccc4c(c3)OCCO4)CC2=O)cc1 (stereo not drawn) | -1.4 | -2.5 | 1.0 | i | i | i | i | i | i | i | i
Cn1c(SCC(=O)Nc2cccnc2)nnc1-c1ccccc1F | 0.3 | -0.5 | 6.8 | i | i | i | i | i | i | i | i
COc1ccc(-n2nc3c(c2NC(=O)C2CCCC2)CS(=O)(=O)C3)cc1 | -0.1 | -9.3 | 7.2 | i | i | i | i | i | i | i | i
COc1ccc(C(CNC(=O)c2cccc(NS(=O)(=O)c3ccc(Br)cc3)c2)N(C)C)cc1 (stereo not drawn) | 0.2 | 15.9 | -2.3 | i | i | i | i | i | i | i | i
CCCCSc1nnc([C@@H]2CCCN2C(=O)OC(C)(C)C)o1 | -0.6 | -0.5 | 0.4 | i | i | i | i | i | i | i | i
CCCCN(Cc1ccco1)S(=O)(=O)c1csc(C(N)=O)c1 | 0.9 | 5.2 | 0.3 | i | i | i | i | i | i | i | i
COC(CNC(=O)c1ccc2c(c1)ncn2-c1ccc(F)cc1F)OC | 0.0 | -4.1 | 10.2 | i | i | i | i | i | -5.01* | i | i
CCc1nn(CC(=O)NC2CCN(Cc3ccccc3)CC2)c(=O)c2cc3cc(F)ccc3n12 | -0.2 | 0.6 | 6.2 | i | i | i | i | i | i | i | i
Cc1nc(C)c(C(=O)Nc2cccc(F)c2)s1 | -3.6 | -0.4 | -2.2 | i | i | i | i | i | i | i | i
Cc1cc(C)cc(NC(=O)COC(=O)CCc2ccc(S(=O)(=O)N3CCOCC3)cc2)c1 | -0.5 | -5.1 | -1.9 | i | i | i | i | i | i | i | i
CCOC(=O)c1[nH]c(=O)c2ccccc2c1O | -0.5 | 1.4 | 1.5 | i | i | i | i | i | i | i | i
NC(=O)CC(NC(=O)Cc1cccc2ccccc12)c1ccc(NC2CCCCC2)c([N+](=O)[O-])c1 (stereo not drawn) | 0.0 | -0.8 | 6.8 | i | i | nt | i | i | i | i | i
O=C1C2C(C(=O)N1/N=C/c1cc([N+](=O)[O-])c(O)cc1O)C1C=CC2C12CC2 (stereo not drawn) | -0.2 | 1.8 | -1.8 | i | i | i | i | i | i | i | i
O=C(NCN1CCOCC1)c1cnccn1 | -1.0 | -4.6 | -4.4 | i | i | i | i | i | i | i | i
COc1ccccc1CNC(=O)CNCC1CCCO1 (stereo not drawn) | 0.4 | -0.3 | 0.0 | i | i | i | i | i | i | i | i
CS(=O)(=O)Nc1ccc(-c2cn3cccnc3n2)cc1 | 0.4 | 9.3 | -0.8 | i | i | i | i | i | i | i | i
CCc1ccc(NC(=O)Cn2c3[n+](c4c(F)c(F)ccc42)CCCCC3)cc1 | -0.2 | -2.9 | 2.3 | i | i | i | i | i | i | i | i
COc1ccc(NC(=O)CSc2nnc(Cn3cnc([N+](=O)[O-])n3)n2C)cc1 | 0.4 | -25.6 | -7.3 | i | i | i | i | i | i | i | i
Cc1ccc(CCC(=O)Nc2ccc(Br)cc2)o1 | 1.8 | -1.1 | -4.1 | i | i | i | i | i | i | i | i
CC(=O)N1CCN(Cc2nc3cc(NC(=O)c4ccccc4Cl)ccc3n2C)CC1 | 0.4 | -1.7 | 1.4 | i | i | i | i | i | i | i | i
COc1cc(CN2CCC(Cc3ccccc3)CC2)c([N+](=O)[O-])cc1OC | -23.2 | -3.5 | -1.2 | i | i | i | i | i | i | i | i
O=C(Nc1nnc(C2=COCCO2)o1)c1ccc([N+](=O)[O-])cc1 | 0.3 | 8.7 | -3.2 | i | i | i | i | i | i | i | i
CCCCN(C)C(=O)c1nc2ccccn2c1CN1CCN(C/C=C/c2ccccc2)CC1 | -0.1 | 1.9 | -1.5 | i | i | i | i | i | i | i | i
O=C(CNC(=O)C1CCCCC1)NNC(=O)c1ccc(Cl)cc1Cl | -0.3 | 3.0 | 3.0 | i | i | i | i | i | i | i | i
CCOC(=O)C1=C(C)N(C)C(=S)NC1c1cccc(Cl)c1Cl (stereo not drawn) | 0.0 | -3.1 | -16.8 | i | i | i | i | i | i | i | i
O=C(N/N=C\c1cc2c(cc1Cl)OCO2)c1cccnc1 | 0.8 | -0.9 | -1.3 | i | i | i | i | i | i | i | i
CCCNC(=O)C(=O)NCC1CCCN1CC (stereo not drawn) | 0.3 | 9.9 | 0.1 | i | i | i | i | i | i | i | i
CN1CCN(C(=O)c2ccccc2NC(=O)COc2ccccc2Cl)CC1 | 0.2 | 19.2 | 0.1 | i | i | i | i | i | i | i | i
O=C(Nc1cccnc1)c1cc(-c2ccc(Cl)cc2)on1 | 0.8 | 3.6 | -0.9 | i | i | i | i | i | i | i | i
CCCCNS(=O)(=O)c1ccc2nc(-c3cccnc3)cc(C(=O)NCCCOC)c2c1 | -0.7 | 12.6 | -2.3 | i | i | i | i | i | i | i | i
CC(C)CN(C)C(=O)CCc1nnc(Cc2ccc(-c3ccccc3)cc2)o1 | -0.2 | -0.9 | -5.6 | i | i | i | i | i | i | i | i
Cc1ccc(O)c(-c2[nH]ncc2C(=O)c2ccc(Cl)cc2)c1 | -0.6 | 4.4 | -2.6 | i | i | i | i | i | i | i | i
CC1CN(C(=O)C2CC2)C(C)CN1C(=O)C1CC1 (stereo not drawn) | -0.6 | -13.0 | -10.7 | i | i | i | i | i | i | i | i
COc1ccccc1N1CCN(Cc2nc(-c3ccc(F)cc3)oc2C)CC1 | -0.4 | -0.2 | -2.6 | i | i | i | i | i | i | i | i
CCN(CC)C(=O)C1CCCN(Cc2ccc3ccccc3c2)C1 (stereo not drawn) | -0.2 | 2.1 | 2.6 | i | i | i | i | i | i | i | i
O=C(CCn1c(=O)[nH]c2ccsc2c1=O)N(CCc1ccccc1)Cc1ccccc1 | -0.2 | 15.6 | 6.8 | i | i | i | i | i | i | i | i

The results go on.
Compound | HIF act | Platelet DG rel | SKKanGAS inh | MrgX1 PAM | RGS4 block | TRPC4 block | TRPC6 act | MrgX1 agonist | TRPC6 inh | MrgX1 antagonist | RGS4 act
CN(C(=O)c1ccc2nccnc2c1)C1CCCCC1 | 0.0 | -15.9 | 5.9 | i | i | i | i | i | i | i | i
CC1Cc2cc(/C(O)=C3\C(=O)C(=O)N(Cc4cccnc4)C3c3ccccc3F)ccc2O1 (stereo not drawn) | 0.8 | -16.0 | 12.9 | i | i | i | i | i | i | i | i
CCN(CC)C(NC(=O)Cc1ccccc1)C(Cl)(Cl)Cl (stereo not drawn) | -0.3 | 2.4 | -2.2 | i | i | i | i | i | i | i | i
CN(C)C(=O)c1ccc(NC(=O)c2cncc(Br)c2)cc1 | 1.2 | 17.9 | 1.1 | i | i | i | i | i | i | i | i
Nc1ccc(C(=O)OCC(=O)Nc2ccc3c(c2)OCO3)cc1[N+](=O)[O-] | -0.5 | -4.0 | -10.6 | i | i | i | i | i | i | i | i
O=C(NCC(=O)N1CCN(c2ccccc2O)CC1)c1ccccc1 | 0.6 | 2.8 | -2.1 | i | i | i | i | i | i | i | i
Nc1ccc(N2CCN(C(=O)c3ccco3)CC2)cc1 | 0.1 | -4.3 | 10.4 | i | i | i | i | i | i | i | i
O=C1CC(c2ccccc2)CC(O)=C1C=NCc1ccc(Cl)cc1 (stereo not drawn) | -0.6 | -4.2 | -8.2 | i | i | i | i | i | i | i | i
COc1cc(NC(=O)c2ccc(Cl)cc2)c(OC)cc1NC(=O)CN1CCOCC1 | 1.7 | -45.0 | -5.5 | i | i | i | i | i | i | i | i
CCN(CC)c1ccc(/C=C/C(=O)c2ccc(Br)cc2)cc1 | 0.0 | 2.0 | -0.8 | i | i | i | i | i | i | i | i
Cc1nc(N2CCCCC2)c2c(C)c(C(=O)Nc3cccc(C(F)(F)F)c3)sc2n1 | -0.7 | 21.1 | 42.8 | i | i | i | i | i | i | i | i
O=C(Nc1ccccc1F)c1ccc(Cn2cc(Br)cn2)cc1 | 1.0 | -5.1 | -18.2 | i | i | i | i | i | i | i | i
